High-throughput results: PubChem BioAssay, The Scripps Research Institute Molecular Screening Center
GSTO1 inh: inhibitors of recombinant GSTO1, primary screen, counter-screen for RBBP9 inhibitor project, biochemical, fluorescence polarization. AID 1974, 2009. 1.1% of 300,000 active. inhibition, % at 5.96 µM. Glutathione S-transferase omega-1 (Homo sapiens), P78417. activity-based probe fluorescence polarization;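 active = inhibition above the campaign mean inhibition plus 3 SD, cut at about 35% in these data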;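 note: 0% = GSTO1-1 with DMSO and 100% = wells lacking GSTO1-1 enzyme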
PREPL inh: PREPL enzyme inhibitors, primary screen, biochemical, fluorescence polarization; Prolyl endopeptidase-like (Homo sapiens), Q4J6C6; recombinant PREPL, fluorescence polarization activity-based probe; inhibition, % at 5.96 µM; 0.68% of 320,000 active; AID 2751, 2010; in the data active = inhibition above about 43%;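 note: 0% = enzyme with DMSO and 100% = wells lacking enzyme; many of its hits are not listed in these tables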
Target sequence (Q4J6C6 whole entry, looked up): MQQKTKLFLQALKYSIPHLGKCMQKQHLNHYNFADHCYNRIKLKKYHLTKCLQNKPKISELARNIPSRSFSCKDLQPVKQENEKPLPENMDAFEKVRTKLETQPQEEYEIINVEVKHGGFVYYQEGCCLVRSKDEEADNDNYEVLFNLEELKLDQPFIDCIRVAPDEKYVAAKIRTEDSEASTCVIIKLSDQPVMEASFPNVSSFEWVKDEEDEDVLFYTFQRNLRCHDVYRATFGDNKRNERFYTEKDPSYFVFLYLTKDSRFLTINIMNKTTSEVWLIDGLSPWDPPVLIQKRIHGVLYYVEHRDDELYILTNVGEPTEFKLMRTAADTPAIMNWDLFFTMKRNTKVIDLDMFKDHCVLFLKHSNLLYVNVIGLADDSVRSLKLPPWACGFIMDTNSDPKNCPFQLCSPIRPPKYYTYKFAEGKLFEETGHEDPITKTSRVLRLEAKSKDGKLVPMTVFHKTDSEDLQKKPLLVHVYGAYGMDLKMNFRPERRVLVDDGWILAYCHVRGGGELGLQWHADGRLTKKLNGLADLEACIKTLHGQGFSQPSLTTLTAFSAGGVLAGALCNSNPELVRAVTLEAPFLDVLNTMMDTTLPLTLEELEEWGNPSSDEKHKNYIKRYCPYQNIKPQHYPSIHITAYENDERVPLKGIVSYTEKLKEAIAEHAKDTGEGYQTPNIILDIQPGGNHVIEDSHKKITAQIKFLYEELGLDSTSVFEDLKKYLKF
pPAFAH inh: pPAFAH enzyme inhibitors, primary screen, biochemical, fluorescence polarization, human | recombinant pPAFAH, FP-rhodamine probe fluorescence polarization | 1.5% of 330,000 active | inhibition, % at 3.39 µM;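 active = inhibition above the mean inhibition across the screen plus 3 SD, cut at about 25% in these data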;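 note: inhibitors block binding of the rhodamine activity-based probe so polarization drops; 0% = enzyme with DMSO and 100% = wells lacking pPAFAH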
PAFAH1B2 FP inh: PAFAH1B2 enzyme inhibitors, primary screen, biochemical, fluorescence polarization, human; Platelet-activating factor acetylhydrolase IB subunit alpha2 (Homo sapiens), P68402; recombinant PAFAH1B2, FP-rhodamine activity probe; inhibition, % at 3.39 µM; 1.2% of 340,000 active;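 active = inhibition above the mean of all tested compounds plus 3 SD, cut at about 24% in these data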;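 note: 0% = enzyme with DMSO and 100% = wells lacking PAFAH1B2; many of its hits are not listed in these tables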
PAFAH1B3 FP inh: PAFAH1B3 enzyme inhibitors, primary screen, biochemical, fluorescence polarization, human; Platelet-activating factor acetylhydrolase IB subunit alpha1 (Homo sapiens), Q15102; recombinant PAFAH1B3, FP-rhodamine probe; inhibition, % at 3.39 µM; 0.28% of 340,000 active;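 active = inhibition above the screen-wide average of all tested compounds plus 3 SD, cut at about 25% in these data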;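 note: 0% = enzyme with DMSO only and 100% = wells lacking PAFAH1B3 protein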
Target sequence (Q15102 whole entry, looked up): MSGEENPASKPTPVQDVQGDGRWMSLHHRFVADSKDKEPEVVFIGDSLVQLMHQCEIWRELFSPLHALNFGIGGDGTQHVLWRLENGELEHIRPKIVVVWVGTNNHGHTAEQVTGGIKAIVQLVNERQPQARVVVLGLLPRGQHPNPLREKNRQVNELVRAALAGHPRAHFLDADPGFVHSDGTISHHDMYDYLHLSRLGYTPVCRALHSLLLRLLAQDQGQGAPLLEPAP
LYPLA2 inh: LYPLA2 inhibitors, primary screen, counter-screen for PME1 inhibitor project, biochemical, fluorescence polarization, FP-Rh probe ABPP; Acyl-protein thioesterase 2 (Homo sapiens), O95372; recombinant LYPLA2; inhibition, % at 5.9 µM; 0.38% of 320,000 active;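 active = inhibition above the screen-wide mean plus 3 SD, limit set per campaign, cut at about 26% in these data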;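 note: 0% = LYPLA2 with DMSO and 100% = wells lacking LYPLA2 enzyme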
PAD4 inh: human PAD4 inhibitors, primary screen, biochemical, fluorescence polarization, 1536-well format; Protein-arginine deiminase type-4 (Homo sapiens), Q9UM07; recombinant PAD4, RCA probe fluorescence polarization; inhibition, % at 6.36 µM; 0.41% of 330,000 active; AID 485272, 2010;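 active = percent inhibition above a cutoff equal to the mean of all tested compounds plus 3 SD, cut at about 15% in these data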;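 note: 0% = PAD4 with RCA probe and DMSO and 100% = probe without PAD4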
PAFAH2 inh: PAFAH2 enzyme inhibitors, primary screen, biochemical, fluorescence polarization, human; inhibition, % at 3.39 µM; recombinant PAFAH2, FP-rhodamine activity probe; 0.99% of 340,000 active;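 active = inhibition above the mean over all tested compounds plus 3 SD, cut at about 30% in these data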;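 note: inhibitors block probe labeling of enzyme so polarization drops; 0% = enzyme with DMSO and 100% = wells lacking PAFAH2 protein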
LYPLA1 counter: LYPLA1 inhibitors, primary screen, counter-screen for PME1 inhibitor project, biochemical, fluorescence polarization, FP-Rh probe ABPP | inhibition, % at 5.9 µM | 0.16% of 320,000 active | recombinant LYPLA1 | Acyl-protein thioesterase 1 (Homo sapiens), O75608;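 active = inhibition above the mean of all tested compounds plus 3 SD, set per campaign, cut at about 14% in these data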;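 note: inhibitors block serine hydrolase probe labeling of LYPLA1 so polarization falls; 0% = enzyme with DMSO and 100% = wells lacking LYPLA1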
Active calls of the source: *; / = no result given. These rows are one share of the data; count on the stated rates, not on these rows.

Below each SMILES: GSTO1 inh	PREPL inh	pPAFAH inh	PAFAH1B2 FP inh	PAFAH1B3 FP inh	LYPLA2 inh	PAD4 inh	PAFAH2 inh	LYPLA1 counter
COCC(C)n1c(C)cc(C(=O)CSc2nnnn2C2CCCC2)c1C (stereo unspecified)
    /	11.3	0.8	-1.4	-2.1	5.2	2.9	-0.9	-1.1
Cc1ccc(-n2c(=O)cc(NCc3cccnc3)[nH]c2=O)cc1
    1.3	3.9	0.1	1.1	1.9	3.7	1.1	-5.0	2.9
COc1ccccc1C/C(N)=N/OC(=O)COc1cccc(C)c1C
    -3.0	-22.6	0.0	6.9	4.0	-2.2	-0.3	-8.7	2.6
CCO[C@H]1OC(C(=O)N2CCN(C)CC2)=C[C@@H](c2csc3ccccc23)[C@@H]1CCCO
    1.4	10.9	-3.5	-0.9	-8.5	3.8	-6.1	-3.4	1.8
CN(C)C(=O)c1ccc(NC(=O)CSc2nc3ccccc3[nH]2)cc1
    -2.6	1.7	3.2	-1.5	10.0	13.0	-0.1	4.2	2.4
CCOc1ccc(S(=O)(=O)N(CC)CC(=O)NCc2cccnc2)cc1C
    -0.1	-2.8	-1.9	-2.1	6.7	4.2	-5.6	-6.2	1.6
COc1cccc(/C=C2\SC(N)=NC2=O)c1OS(=O)(=O)c1ccccc1
    -4.0	12.3	-2.2	-5.2	5.9	-8.1	1.4	2.8	-1.0
COc1ccc(Cl)cc1NC(=O)CSc1nnc(-c2ccco2)o1
    -0.4	-6.0	3.6	5.1	0.9	0.4	3.0	-2.7	-4.2
O=c1[nH]c(/C=C/c2cccc3ccccc23)nc2ccccc12
    -8.2	-6.7	-12.7	-4.0	-19.7	-17.4	-4.2	0.6	-12.1
FC(F)(F)c1nnc2c(Sc3ccccn3)nc3ccccc3n12
    -3.6	15.2	-10.9	-1.1	10.4	-11.0	0.3	2.0	-1.3
CCc1ccc(CN(C)C(=O)c2cc(COc3cccc(C(F)(F)F)c3)on2)nc1
    -0.7	5.2	4.6	2.6	9.4	7.5	1.7	5.8	7.7
Cc1cccc(N(CC(=O)N2CCCC2)S(=O)(=O)c2ccccc2)c1C
    1.2	4.7	-2.8	3.4	2.7	-1.0	-2.3	-3.1	-1.1
O=C1c2ccccc2C(=O)N1Cc1nc2ccccc2c(=O)n1CCCN1CCOCC1
    -4.1	0.5	-0.9	0.6	3.5	1.7	-1.6	3.9	-0.4
Cc1c(Br)c([N+](=O)[O-])nn1C(C)C(=O)N1CCc2ccccc2C1 (stereo unspecified)
    17.9	17.9	2.7	0.5	-2.0	-8.3	-1.2	1.1	-3.6
Cc1cccc(NC(=S)N/N=C/c2cccc(O)c2)c1C
    -4.5	13.0	1.5	0.2	5.8	6.7	-9.4	-0.1	-0.3

Grouped by structure, the compounds so far with a CF3 group
Below each SMILES: GSTO1 inh	PREPL inh	pPAFAH inh	PAFAH1B2 FP inh	PAFAH1B3 FP inh	LYPLA2 inh	PAD4 inh	PAFAH2 inh	LYPLA1 counter
FC(F)(F)c1nnc2c(Sc3ccccn3)nc3ccccc3n12
    -3.6	15.2	-10.9	-1.1	10.4	-11.0	0.3	2.0	-1.3
CCc1ccc(CN(C)C(=O)c2cc(COc3cccc(C(F)(F)F)c3)on2)nc1
    -0.7	5.2	4.6	2.6	9.4	7.5	1.7	5.8	7.7

(further entries)
Below each SMILES: GSTO1 inh	PREPL inh	pPAFAH inh	PAFAH1B2 FP inh	PAFAH1B3 FP inh	LYPLA2 inh	PAD4 inh	PAFAH2 inh	LYPLA1 counter
CC(C)(C)NS(=O)(=O)c1ccc(OCC(=O)NCCC2=CCCCC2)cc1
    0.3	20.1	4.2	5.5	7.5	9.4	-1.8	2.9	0.0
CC(=O)c1ccc(N2CCN(C(=O)CCC(=O)c3cccs3)CC2)cc1
    -0.1	-5.5	-1.2	-1.2	3.5	9.0	0.5	24.2	0.6
O=C(COc1cccc(F)c1)Nc1nc(-c2ccncc2)cs1
    /	13.8	14.8	-3.8	4.0	-0.6	-7.1	2.7	-7.9
COc1cccc(C(=O)OCc2ccccc2C#N)c1O
    5.4	-2.1	5.6	2.7	7.6	5.1	-3.6	-3.6	3.1
CC(C)C(NC(=O)C1CC(=O)N(Cc2ccccc2)C1)c1nc2ccccc2[nH]1 (stereo unspecified)
    /	0.7	-2.4	4.8	7.4	/	2.3	1.8	/
CC1(c2ccc3ccccc3c2)NC(=O)N(CC(=O)N2CCN(Cc3ccccc3)CC2)C1=O (stereo unspecified)
    /	17.0	-2.1	5.3	10.7	5.0	-5.0	-1.7	0.3
O=C(NNC(=O)C1CCN(c2ncccn2)CC1)c1ccccc1
    2.9	-4.6	-7.6	6.6	-2.9	1.1	1.5	16.5	-0.7
Nc1cc(C(=O)N2CCCC2)cc(C(=O)N2CCCC2)c1
    5.7	-1.2	2.1	2.9	1.4	-0.2	0.8	-9.1	2.7
CC1CCCCN1C(=O)CNCc1ccc(F)cc1 (stereo unspecified)
    2.2	3.9	8.1	3.9	1.3	11.0	2.2	1.1	0.9
CC(C)N1CCC(N2CCN(Cc3ccc4nsnc4c3)CC2CCO)CC1 (stereo unspecified)
    14.2	16.4	3.6	0.3	4.9	13.0	1.2	-2.0	-0.5
Clc1ccc(CNc2ccccc2NCc2ccc(Cl)nc2)cn1
    3.0	12.1	3.3	-4.7	-0.9	-4.0	-3.6	-7.7	0.4
C=CCN1C=C2C(=O)C(C)(OC(=O)C3CCCC3)C(=O)C(c3ccccc3)=C2C=C1CCCC(=O)OC (stereo unspecified)
    26.7	10.9	3.9	-0.7	5.6	-1.7	-16.6	15.2	1.7
COCCNS(=O)(=O)c1cc(OC)c(C)cc1C
    3.0	-7.0	0.9	4.3	5.3	3.6	-1.0	2.8	4.6
O=C(NCc1nnc(SCC(=O)N2CCN(c3ccccc3)CC2)o1)c1ccccc1
    -3.0	-28.3	-0.4	1.5	7.4	-1.5	-2.6	3.4	-1.9
CCC(C)NC(=O)c1ccc(-n2c(=S)[nH]c3ccccc3c2=O)cc1 (stereo unspecified)
    -1.8	10.0	5.1	-1.2	8.8	6.0	-1.9	-1.6	3.5

Later entries
Below each SMILES: GSTO1 inh	PREPL inh	pPAFAH inh	PAFAH1B2 FP inh	PAFAH1B3 FP inh	LYPLA2 inh	PAD4 inh	PAFAH2 inh	LYPLA1 counter
O=C(Nc1ccccc1N1CCOCC1)c1ccccc1NS(=O)(=O)c1ccc(F)cc1
    -6.1	1.2	-0.2	-0.4	0.5	2.2	2.8	7.0	1.8
O=C(Nc1nccs1)c1cc(S(=O)(=O)N2CCOCC2)c(Cl)cc1Cl
    18.0	4.3	8.1	-7.0	1.9	-4.9	-3.1	-4.6	0.4
CC(=O)Nc1cccc(C(=O)OCC(=O)NC2CCCCCCC2)c1
    /	6.7	-15.9	-1.2	9.0	-3.9	-9.4	84.2*	-3.1
COc1ccc(-c2noc(N3CCC(C(=O)N(C)c4ccccc4)CC3)n2)cc1
    -1.9	-7.6	2.6	0.8	0.0	2.2	-2.8	6.5	1.7
CCOC(=O)C1CCCN(C(=O)c2sc3nc(-c4ccc(OC)cc4)cn3c2C)C1 (stereo unspecified)
    4.5	22.9	1.4	2.8	-5.5	6.9	-1.2	-2.3	3.3
N#Cc1ccccc1NC(=O)c1ccccc1OCC(=O)Nc1ccc2c(c1)oc1ccccc12
    2.9	-32.6	-10.5	-1.4	-7.5	-24.4	-0.8	-21.8	-11.4
O=C(CN(Cc1ccccc1Cl)C(=O)c1csnn1)NC1CCCC1
    4.7	-7.3	5.9	-4.5	-0.5	2.2	-9.1	4.9	2.6
COc1ccc(C(=O)COC(=O)CCN2C(=O)C3C4CC(C(Br)C4Br)C3C2=O)cc1 (stereo unspecified)
    -1.9	16.7	15.6	2.7	7.3	5.7	0.5	-5.0	0.3
O=C(O)COc1ccc2oc3ccccc3c2c1
    5.3	-5.9	-2.1	6.7	-3.1	2.9	1.0	-12.7	0.0
CCOc1nc(NC2CCCCC2)nc(NC(C)(C)C)n1
    -2.9	-0.5	6.2	0.5	0.4	-0.9	3.5	5.3	-2.6
O=C(c1cccc(F)c1)N1CCN(C(=O)c2cc3nc(-c4ccco4)cc(C(F)(F)F)n3n2)CC1
    -3.0	-10.6	5.9	-0.3	1.8	0.7	-3.2	1.9	-0.8
CC(=O)c1ccc(N2CCN(C(=O)C3(S(=O)(=O)c4ccc(Cl)cc4)CC3)CC2)cc1
    7.1	-13.6	0.5	-2.1	-5.3	7.2	1.8	-2.3	3.6
CCCCc1c(O)nc(SCC(=O)c2ccccc2)[nH]c1=O
    4.6	3.8	0.3	8.3	19.1	6.3	5.2	10.8	2.0
COc1cc(/C=C2\SC(N3CCCCC3)=NC2=O)cc(OC)c1OC
    -6.0	13.2	1.3	2.3	6.0	-7.3	-10.7	2.2	1.1
N#Cc1cnn2cc(CCN3CCOCC3)c(-c3ccc(F)cc3)nc12
    0.8	0.2	-0.7	3.7	0.8	0.7	-2.4	9.7	-5.8

Next section.
Below each SMILES: GSTO1 inh	PREPL inh	pPAFAH inh	PAFAH1B2 FP inh	PAFAH1B3 FP inh	LYPLA2 inh	PAD4 inh	PAFAH2 inh	LYPLA1 counter
CN(NC1OC(=O)c2ccccc21)c1ncc(Cl)cc1C(F)(F)F (stereo unspecified)
    4.0	9.4	0.4	/	/	-4.7	4.6	/	-3.8
CCOCCn1c(=NC(=O)CSCC(=O)N2CCOCC2)sc2cc(OC)ccc21
    -0.2	-1.8	6.2	6.0	5.5	12.0	3.7	-7.1	0.8
O=P(CCN1CCCCC1)(c1ccccc1)c1ccccc1
    -1.9	-4.7	-1.9	-2.1	-1.9	1.1	-4.5	4.1	-2.2
CC(=O)c1ccc(S(=O)(=O)N2CCC(c3nc4ccccc4[nH]3)CC2)cc1
    4.7	-1.1	-0.2	1.1	1.2	-1.6	1.3	-9.3	-4.0
O=C(Nc1cccc2ccccc12)c1cccc([N+](=O)[O-])c1
    3.3	13.5	1.0	0.5	0.1	7.7	4.2	3.2	2.0
CC(=O)C1=C(C)N(CC2CC2)C(=O)N[C@H]1c1ccc(Br)cc1
    -3.1	-2.8	3.8	4.7	3.5	-0.3	-1.8	-4.5	-2.4
COc1ccc(C[C@H]2CN3C(=NC[C@H]3Cc3ccccc3)N2CCNC(=O)CCC2CCCCC2)cc1
    -13.4	17.6	7.0	5.0	4.4	2.6	-2.4	1.1	-1.1
CCN(CC)CCCN(Cc1cc2cc(OC)c(OC)cc2[nH]c1=O)C(=O)Nc1ccccc1
    1.4	16.6	-0.2	-0.2	11.5	7.5	-3.5	-3.0	3.2
Cc1cccc(Cn2c(N(C)Cc3ccccc3)nc3c2c(=O)[nH]c(=O)n3C)c1
    0.0	28.7	15.1	9.9	0.6	4.3	3.8	-0.6	-0.3
Cc1ccc(N=Nc2ccc3ccccc3c2O)cc1
    3.4	-2.1	-1.4	86.4*	52.4*	-0.2	-5.7	34.8*	3.6
COc1ccccc1CN(C)S(=O)(=O)c1cccs1
    4.8	0.3	1.6	6.7	0.2	-2.1	-5.0	-5.4	-1.0
CCCn1nc(C(=O)NC2CC2)c2ccccc2c1=O
    /	0.6	-0.7	3.5	4.6	1.9	1.4	0.8	-3.1
